From PubChem
GLP1R cytotox = cytotoxic in the GLP-1 receptor inverse agonist counter-screen | Potency, µM (series often up to 38.3 µM), inactives show top-dose activity change, negative = inhibition, actives largely listed as inhibitors | actives 0.13% (n = 410,000) | HEK293 cAMP-luciferase reporter cells, luminescence, 24 h;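 also: loss of luciferase light is scored as toxicity; potency is read from the fitted curve at half-maximal effect; % is scaled to controls: 0 for no effect and ±100 for the full control effect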
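Luminescence readout: signal drop marks cytotoxicity. Plated cells grew 12 h at 37 °C, 5% CO2, received 23 nL compound for 24 h, then got luciferase reagent, read after 12 min at RT.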
SW480 rereplic = inducers of DNA re-replication in SW480 colon cancer cells | SW480 DNA re-replication, Hoechst DNA content imaging, 48 h | Potency, µM (top dose mostly 46.1 µM), inactives show top-dose re-replication activation, actives largely listed as activators | AID 624297 | actives 1.8% (n = 340,000); also: potency is read from the fitted curve at half-maximal effect; % of control where 0% means no effect; nearly all actives have a fitted effect of over 55% in size
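Hoechst fluorescence of nuclei (405 nm excitation, 500-530 nm emission) measured by plate-scanning imager after 48 hr compound exposure at 37 C; re-replication scored as increased number of nuclei with elevated intensity.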
IL-1B inflam inh = blocks inflammasome-driven IL-1 beta release; actives 4.7% (n = 360,000); activity change, % at 57.5 µM; THP-1 LPS/ATP IL-1B secretion, AlphaLISA, 16 h; hits give low values; in the data active = activity change below about -50%; inconclusive = mostly about -30% to -49%; also: % is scaled to controls: 0 for no effect and ±100 for the full control effect
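THP-1 cells pretreated 1 hr with compounds (up to 57.5 uM final), then stimulated with LPS (250 ng/mL final) plus ATP (1.25 mM final); secreted IL-1B measured by AlphaLISA after 16 hr, decreased signal indicating inhibition.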
KB-3-1 cytotox = KB-3-1 parental cell cytotoxicity; KB-3-1 viability, CellTiter-Glo ATP luminescence, 72 h; Potency, µM (top dose mostly 46.1 µM), for the others: top-dose activity change, negative = cytotoxic, usual class: cytotoxic; actives 1.4% (n = 400,000); also: potency is read from the fitted curve at half-maximal effect; % is scaled to controls: 0 for no effect and ±100 for the full control effect; nearly all actives have a fitted effect of over 60% in size
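KB-3-1 parental drug-naive adenocarcinoma cells in DMEM/10% FBS, incubated 72 h at 37 C with pin-transferred compounds across a concentration series. Viability by CellTiter-Glo luminescence; concentration-response curves fitted after normalization.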
HT1080 IDH1KD tx = toxicity to HT-1080 IDH1 knockdown cells (counter line). HT-1080 IDH1 knockdown viability, ATP luminescence, 48 h. Potency, µM (titrated, usually from 46.1 µM), inactives show at the highest dose activity, negative = toxicity, usual class: cytotoxic. actives 2% (n = 360,000). AID 686971;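 also: potency is read from the fitted curve at half-maximal effect; 0% = DMSO wells and -100% = cell-free medium wells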
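Cytotoxicity counter-line: IDH1KD HT-1080, 48 h, CellTiter-Glo. Curves classed by r2, magnitude and activity.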
MCF10A rereplic = inducers of DNA re-replication in MCF 10A breast cells; actives 2.9% (n = 350,000); AID 624296; Potency, µM (doses to about 46.1 µM), for inactives: at the highest dose activity, positive = re-replication, hits mostly activators; MCF 10A DNA re-replication, Hoechst nuclear intensity, 48 h; also: potency is read from the fitted curve at half-maximal effect; % of control where 0% means no effect; nearly all actives have a fitted effect of over 50% in size
HT1080-NT tox = kills 2HG-producing HT-1080-NT fibrosarcoma cells | HT-1080-NT fibrosarcoma viability, CellTiter-Glo ATP luminescence, 48 h | Potency, µM (titrated, usually from 46.1 µM), for the others: at the top dose activity, negative = less viability, usual class: cytotoxic | actives 1.6% (n = 360,000) | AID 686970;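 also: NT is the 2HG producing partner of a matched IDH1 knockdown line; potency is read from the fitted curve at half-maximal effect; 0% = DMSO-treated cells and -100% = media-only wells without cells; nearly all actives have a fitted effect of over 55% in size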
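HT-1080-NT; 750 cells/well; 5% FBS RPMI; 48 h compound, 37 degrees C; CellTiter-Glo luminescence; curve fitting and curve-class assignment.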
KB-V1 MDR tox = KB-V1 MDR subline cytotoxicity. AID 1347076. Potency, µM (doses to about 46.1 µM), inactives show at the top dose activity change, negative = cytotoxicity, hits mostly cytotoxic. KB-V1 MDR cells viability, CellTiter-Glo, 72 h. actives 3.4% (n = 400,000); also: potency is read from the fitted curve at half-maximal effect; % is scaled to controls: 0 for no effect and ±100 for the full control effect; nearly all actives have a fitted effect of over 60% in size
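Cells of the MDR subline KB-V1 are plated, dosed with compound at multiple concentrations, and incubated 72 h at 37 degrees C; CellTiter-Glo is then added and luminescence read after 10 min.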
D3 ag = D3 dopamine receptor (human) agonism. P35462. D3R DiscoveRx beta-arrestin cells, luminescence, 90 min. max activation, %. actives 0.58% (n = 410,000); in the data active = max activation above about 30%; also: 0% is about no effect; mostly tested at two doses, the higher about 12 µM
Target sequence (P35462 whole entry, looked up): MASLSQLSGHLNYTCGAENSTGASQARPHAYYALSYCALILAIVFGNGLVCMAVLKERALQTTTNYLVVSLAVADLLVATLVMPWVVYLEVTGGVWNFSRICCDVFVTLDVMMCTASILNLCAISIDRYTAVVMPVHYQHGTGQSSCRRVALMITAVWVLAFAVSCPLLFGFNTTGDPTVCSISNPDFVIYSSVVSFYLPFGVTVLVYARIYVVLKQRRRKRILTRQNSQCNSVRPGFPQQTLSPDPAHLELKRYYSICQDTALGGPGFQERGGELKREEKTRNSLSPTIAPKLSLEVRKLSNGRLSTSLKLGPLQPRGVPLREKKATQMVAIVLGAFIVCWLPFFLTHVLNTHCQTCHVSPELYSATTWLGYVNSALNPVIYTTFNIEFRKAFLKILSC
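Agonist-mode cell screen: cells plated at 1500/well and incubated overnight at 37 °C, then exposed to library compounds for 90 min at 37 °C. Detection reagent was added for 30–60 min at room temperature, and luminescence was read.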
* = called active by the depositor; ? = inconclusive; . = not tested or not shown; [ ] = dose if it differs, or a comment. Unless noted, calls follow the shape of the dose curve; as a rule, active = well fitted curve in the direction sought with a large enough effect; inconclusive = small, poorly fitted or top-dose-only effect, or another doubt; inactive = no such curve, though single readings can be large; an effect the other way counts as inactive or inconclusive.

Each structure is followed by: GLP1R cytotox, SW480 rereplic, IL-1B inflam inh, KB-3-1 cytotox, HT1080 IDH1KD tx, MCF10A rereplic, HT1080-NT tox, KB-V1 MDR tox, D3 ag
CCC(=O)Nc1nnc(S(=O)(=O)N2CCCc3ccccc32)s1
  4%, -5%, 33, 4%, -4%, 22%, -9%, 5%, -1
O=c1c2ccccc2nc2n1CCS2(=O)=O
  4%, -3%, -89*, 1%, -1%, 4%, 1%, 18%, 13
O=C1NC[C@H](CC2CCCCC2)N(CCc2cccc(F)c2)C1=O
  3%, 0%, -17, -28%, -4%, -4%, -20%, 0%, 0
O=C(NCC1CCN(Cc2ccccc2F)CC1)Nc1cc(F)ccc1F
  -1%, -10%, -24, 2%, -13%, 8%, 0%, 13%, -17
Cc1ccc(N(C(=O)c2cccc(C)c2)S(=O)(=O)c2ccc(Cl)cc2)cc1
  -26%, ., ., 0%, ., ., ., -7%, 3
O=C(Cc1ccc(F)cc1)NC1CC(=O)N(c2ccc3c(c2)OCCO3)C1 (configuration not stated)
  8%, ., ., 0%, ., ., ., -13%, 0
CCCN1CCC(CCOc2ccccc2)(C(=O)OCC)CC1
  -8%, -13%, 1, -1%, 1%, 23%, 2%, -3%, -24
Cc1ccc(OCc2nc(-c3ccc(Cl)cc3)n[nH]2)cc1
  -4%, 19%, -12, -14%, ?, -1%, ?, -20%, 0
O=C(CCS(=O)(=O)c1ccc(Br)cc1)N1CCN(Cc2ccccc2)CC1
  -16%, 1%, 10, -8%, -1%, -1%, -1%, 0%, -13
CCCS(=O)(=O)c1nc(S(=O)(=O)c2ccc(C)cc2)c(N2CCN(C)CC2)s1
  -7%, 33%, -28, -11%, 13%, -2%, 6%, -9%, -17
COc1ccc(Cn2nnnc2C(C(C)C)N2CCN(c3ccccc3OC)CC2)cc1 (configuration not stated)
  -21%, 1%, -14, 18µM*, -1%[9.24 µM], 8%, -18%, ?, 11
Cc1cc(C(=O)N2CCCC(C(=O)c3cccc4ccccc34)C2)nc(C)n1 (configuration not stated)
  5%, -2%, 21, 1%, 7%, 3%, -5%, ?, 4
CCCCn1c(=NC(=O)c2cc3ccccc3o2)c(C(=O)OCC)cc2c(=O)n3ccccc3nc21
  -1%, ., ., 11%, ., ., ., 0%, 7
CCN(CC)CCn1c(=S)[nH]c2cc(C(=O)NCc3ccc(C)cc3)ccc2c1=O
  -17%, 6%, -5, 3%, 24%, 2%, 20%, 27%, -17
Cc1ccccc1-c1nnc(SCc2ccccc2F)o1
  5%, 6%, 2, -8%, 14%, 8%, 8%, ?, 4
CCOC(=O)C1=C(COC(=O)/C=C/c2ccc(C)o2)NC(=O)NC1C (configuration not stated)
  0%, 15%, -9, 0%, -3%, 7%, -6%[9.24 µM], 1%, 2
CC(C)OP(=O)(OC(C)C)C(Nc1ccccn1)c1ccc(F)cc1 (configuration not stated)
  -3%, -16%, 1, 7%, 14%, -6%, 8%, -1%, 4
O=C(N/N=C/c1ccoc1)c1ccc(Cl)cc1
  1%, -11%, -5, 3%, -6%, -7%, -6%, -4%, -11
Cc1ccc(SCC(=O)OCC(=O)NC2CCCCCCC2)cc1
  3%, -4%, 12, -7%, -2%, -2%, 2%, 2%, 6
COc1ccc(NC(=O)CCNC(=O)Cn2cnc3sc4c(c3c2=O)CCCC4)cc1OC
  -25%, -7%, -8, -3%, 1%, 1%, -13%, 0%, 3
CCN(C(=O)c1cn(C)c(=O)c2cc(OC)c(OC)cc12)c1ccccc1C
  0%, -2%, 27, 10%, 4%, 4%, 1%, 0%, 7
CCNC(=S)NC1CC2CCCC(C1)N2CCc1ccccc1 (configuration not stated)
  5%, ?, ?, 1%, -1%, 0.73µM*, 2%, 7%, -1
Cc1ccc(NC(=O)c2sc3ncn(CC(=O)N4CCN(c5ccccn5)CC4)c(=O)c3c2C)cc1F
  -1%, -23%, 34, -1%, 0%, 12%, -15%, 23%, 4
COc1cc(NC(=O)c2ccco2)ccc1NC(=O)C(C)C
  1%, -10%, -5, 9%, 18%, 2%, 14%, -22%, 1
CSc1ncccc1C(=O)OCC(=O)N(CC(C)C)c1c(N)n(Cc2ccccc2)c(=O)[nH]c1=O
  -8%, -19%, -18, 2%, 3%, 2%, -6%, 27%, -5
CC(C)Oc1ccc(C(=O)Nc2ccc([N+](=O)[O-])cc2)cc1
  6%, -18%, -12, -14%, -16%, 12%, 3%, ?, 2
CCOC(=O)/C=C1\SCC(=O)N1CC(=O)Nc1ccc2c(c1)CCC2
  -7%, ?, 10, 3%, ?, 9.2µM*, 11%, ?, -3
Cc1cccc(NC2=C/C(=N/S(=O)(=O)c3cccs3)c3ccccc3C2=O)c1
  -28%, ?, -83*, ?, 3.3µM*, 2.9µM*, 4.6µM*, ?, -15
O=C(CCN1C(=O)S/C(=C\C=C\c2ccccc2)C1=O)Nc1ccc(O)cc1
  -1%, -11%, -12, -2%, -7%, 9%, -25%, 0%, 6
CON(C)S(=O)(=O)c1cccc(C(=O)Oc2ccc(N(C)S(=O)(=O)c3ccccc3)cc2)c1
  4%, ?, -3, 16%, 6%, -5%, 3%, ?, -4
CCN(CC(=O)NCc1ccc(Cl)cc1)C(=O)COc1cccc(Cl)c1
  1%, ?, ?, -19%, -16%, ?, ?, -10%, -7
Cc1ccc(-c2n[nH]c(=O)c3ccccc23)cc1S(=O)(=O)Nc1ccc(F)cc1
  -1%, -8%, 4, -5%, ?, -14%, ?, 4%, 8
O=C(Nc1ccccc1C(F)(F)F)c1ccc2nccnc2c1
  -9%, 3%, -12, -7%, 0%, -2%, -2%, 7%, -2
COc1ccc(/C=N/NS(=O)(=O)c2ccc(C)cc2)cc1OC(=O)c1ccccc1
  -8%, 1%, 3, 2%, -4%, 13%, -5%, ?, -13
Cc1cc(NC(=S)N(CCN2CCOCC2)Cc2ccccc2F)ccc1Cl
  -4%, 7%, -58*, 0%, 1%, -3%, -18%, ?, -18
COc1cc(C(=O)NCCc2nc3ccccc3n2C)cc(OC)c1OC
  6%, 6%, -11, -2%, 4%, 3%, 20%, -13%, 11
Cc1ccc(S(=O)(=O)N2CCC(C(=O)OC(C)C(=O)NC3CCCCC3C)CC2)cc1 (configuration not stated)
  -26%, 3%, 17, 5%, -1%, -6%, 4%, 2%, 1
COc1ccc(NC(=O)C(c2ccccc2)N(C)C(=O)c2cnccn2)cc1 (configuration not stated)
  75%[activator], -4%, -10, 10%, -1%, -4%, -1%, -2%, -4
NC(=O)c1cc(Cc2ccccc2)sc1NC(=O)c1ccco1
  -5%, 17%, -56*, ?, ?, ?, ?, 9.2µM*, 4
Nc1ccccc1C(=O)NC12CC3CC(CC(C3)C1)C2
  3%, -5%, -3, -6%, -2%, 8%, -2%, 9%, -6
CC(NC(=O)c1ccccc1Cl)C(=O)O (configuration not stated)
  3%, 0%, -3, 4%, 0%, -11%, 16%, 10%, -3
Cc1c(OCc2ccc(C(=O)O)o2)ccc2c3c(c(=O)oc12)CCC3
  2%, ?, 24, 11%, 25%, 8%, 2%, -5%, 9
COc1cccc(NC(=O)C(Sc2nnnn2C)c2ccccc2)c1 (configuration not stated)
  -7%, -24%, 12, 30%, 2%, -10%, 0%, 1%, 5
COc1cc2c(cc1OC)C(c1cccs1)N(C(=S)NC(C)C)CC2 (configuration not stated)
  -11%, 4%, -27, ?, -11%, 5%, ?, ?, 7
CCc1ccc(CNC(=O)c2ccc(CS(=O)(=O)Cc3ccccc3C)o2)cc1
  -15%, ., ., 2%, ., ., ., ?, -10
CCCOc1ccc(/C=N/NC(=O)CN2CCCCC2)cc1
  19%, 7%[9.22 µM], -9, 7%, -1%, 0%, 21%, 27%, -6
OCCC1CN(Cc2cc3c(cc2Cl)OCO3)CCN1C1CCCCC1 (configuration not stated)
  ?, -11%, -4, -19%, -2%, 0%, -2%, -22%, -11
CC(C)CNC(=O)c1cccc2c1-c1ccccc1C2=O
  1%, -5%, 29, 5%, 11%, -1%, 1%, 7%, 10
COC(=O)Cc1c(C)c2ccc(OC(=O)c3ccco3)cc2oc1=O
  267%[activator], -7%, 5, 1%, 17%, -3%, 19%, 19%, 0
COCCCNCCOc1cc(C(C)C)ccc1C
  -1%, -3%, -3, 8%, -4%, 5%, -2%, 10%, -4
CSC1=NCCN1C(=O)c1c(F)cccc1Cl
  -21%, -1%, 0, 16%, -1%, ?, 7%, -7%, 2
CCOc1ccc(OCCC(=O)OCC(=O)NC2CCCC2)cc1
  -3%, -6%, 13, 0%, 16%, -6%, 8%, 74%, -1
Cc1ccc(C)n1-n1c(C)nc2sc(-c3ccccc3)cc2c1=O
  8%, 3%, -26, ?, -23%, 15%, -20%, -15%, 6
CCN1CCC(NCCc2ccc(F)cc2)CC1
  5%, -3%, -54*, -8%, -12%, 18µM*, -19%, 19%, -15
COc1ccc(CNc2ccc(C)c(C)c2)cc1
  13%, -4%, 7, 3%, 11%, 8%, 6%, -3%, -1
COc1ccc(CCNC(N)=S)cc1OC
  45%, -65%[inhibitor], -6, -2%, -1%, 4%, -1%, 20%, -9
CC(C)CCn1c(-c2nonc2N)nc2ccccc21
  -15%, ?, 14, -15%, ?, 16µM*, ?, -11%, 1
CC(C)OC(=O)CSc1n[nH]c(-c2cccnc2)n1
  54%, -5%, 0, 2%, -2%, 3%, 3%, 2%, 1
CCOC(=O)c1c(C)[nH]c(C)c1C=O
  4%[7.66 µM], -1%, -5, -6%, 13%, 4%, -6%, -13%, -3
CC(=O)c1ccc(OCC(O)CN(C)Cc2cccs2)cc1 (configuration not stated)
  23%, -1%, 7, -3%, -3%, -3%, 2%, -9%, -4
CNc1cncc(-c2ccc(O)cc2)n1
  -5%, ., 12, 0%, 6%, ., 14%, 1%, 7
